High-throughput results: PubChem, National Center for Advancing Translational Sciences (NCATS)
Nrf2 inh = Nrf2 pathway inhibition | 360,000 tested, 2.1% active | A549 ARE-Fluc reporter, luciferase luminescence, 18-24 h | Potency, µM (doses to about 46 µM), for the others: at the highest dose activity change, negative = inhibition, actives largely listed as inhibitors; also: potency is read from the fitted curve at half-maximal effect; % is scaled to controls: 0 for no effect and ±100 for the full control effect; nearly all actives have a fitted effect of over 60% in size
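Nrf2 activity is the BugLite luminescence, read 15 min after reagent at room temperature, following CellTiter-Fluor cytotoxicity readout (30 min, 37C). Compound titrations were applied for 18-24 h to 5000 A549 ARE_Fluc cells/well in 5% FBS OPTI-MEM.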
CCT modulator = changes cytosolic chaperonin activity; purified chaperonin ATPase assay, HTRF ADP detection, 30 min; activity change, % (test concentration not listed), hits read low; 360,000 tested, 0.3% active; AID 651819; in the data active = activity change below about -30%; also: % is scaled to controls: 0 for no effect and ±100 for the full control effect
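We incubate TRiC, 40 or 20 nM final, with library compounds at 76 uM and 10 uM ATP for 30 min at 37 °C. ADP formed is detected with Transcreener HTRF reagents after 30 min at room temperature.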
TGFb SMAD3 inh = TGF-b pathway inhibition. HepG2 CAGA-GFP TGF-b/SMAD3 reporter, GFP fluorescence, 18 h; TGF-beta stimulated, 500 pg/mL final. Potency, µM (top dose mostly 46.1 µM), without a hit: at the highest dose activity, negative = inhibition, actives largely listed as inhibitors. 410,000 tested, 1.2% active. AID 588855; also: potency is read from the fitted curve at half-maximal effect; % is scaled to controls: 0 for no effect and ±100 for the full control effect; nearly all actives have a fitted effect of over 65% in size
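Smad-responsive CAGA-GFP expression was quantified in HEPG2 cells exposed to compounds and 500 pg/mL final TGF-beta for 18 h at 37 degrees C; unstimulated wells defined full inhibition.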
A549 viability = kills or reduces viability of A549 cells in Nrf2 counter-screen; A549 ARE-Fluc cells, CellTiter-Fluor viability, 18-24 h; Potency, µM (series often up to 46 µM), for the others: at the top dose activity change, negative = cytotoxicity, most hits filed as inhibitors; 390,000 tested, 0.16% active; also: potency is read from the fitted curve at half-maximal effect; % is scaled to controls: 0 for no effect and ±100 for the full control effect
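A549 ARE-Fluc cells in 5% FBS OPTI-MEM, 5000 cells/well, rested 2 h then exposed to compounds in concentration-response for 18-24 h at 37 °C. Viability by CellTiter-Fluor fluorescence (Ex 405/Em 525) after 30 min; luciferase luminescence (BugLite, 15 min, RT) read afterwards.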
MmCpn inh = inhibitors of Methanococcus maripaludis chaperonin (MmCpn). purified Mm-Cpn ATPase, ADP Transcreener TR-FRET. Potency, µM (series often up to 76.9 µM), for inactives: top-dose activity, negative = inhibition, hits mostly inhibitors. 330,000 tested, 0.031% active; also: potency is read from the fitted curve at half-maximal effect; % is scaled to controls: 0 for no effect and ±100 for the full control effect; nearly all actives have a fitted effect of over 80% in size
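Eu-cryptate anti-ADP/ADP-d2 competition gives a ratio inversely related to ADP. Enzyme at 25 nM was pre-exposed to compound for 10 min, then given 10 uM ATP for 30 min, 37°C throughout.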
Nrf2 ARE act = Nrf2 pathway activation; 410,000 tested, 0.31% active; Potency, µM (titrated, usually from 46.1 µM), for inactives: top-dose activation, most hits filed as activators; AREc32 ARE-luciferase reporter (MCF7-derived line), luminescence, 24 h; also: potency is read from the fitted curve at half-maximal effect; % of control where 0% means no effect; nearly all actives have a fitted effect of over 65% in size
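Cells of the AREc32 ARE-luciferase line are plated in OPTI-MEM containing 5% FBS and left overnight at 37 deg C. Compounds are pinned in, incubation continues 24 hr, and firefly luciferase signal is then measured.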
HepG2 tox = HepG2 cytotoxicity, counter-screen for TGF-b inhibitors; HepG2 CAGA-GFP viability, ATP luminescence, 18 h; 410,000 tested, 0.76% active; Potency, µM (series often up to 46.1 µM), inactives show at the top dose activity change, negative = cytotoxicity, most hits filed as cytotoxic; AID 588856; also: potency is read from the fitted curve at half-maximal effect; some results filed as inactive show a strong effect at the top dose
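CellTiter-Glo luminescence gave cytotoxicity after 18 hours at 37 degrees C. The cells were HepG2 CAGA-GFP in 1% FBS DMEM, stimulated with 500 pg/mL TGF-beta after compound addition. %Activity was normalised to no-cell wells (complete cell-killing) and DMSO (no toxicity), and curves were fitted and classified.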
pAkt inh = inhibitors of Akt phosphorylation | Neuro2A IGF-stimulated pAkt S473 HTRF, 20 min; stronger effect = lower value | activity change, % for hits at 50 µM | 360,000 tested, 0.32% active | AID 651550; in the data active = activity change below about -80%; inconclusive = mostly about -51% to -80%; also: % is scaled to controls: 0 for no effect and ±100 for the full control effect
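Single-point screen (50 µM final compound) in Neuro2A cells stimulated 20 min with 6 nM IGF at 37 deg C. After lysis, Ser473-phosphorylated Akt read by HTRF (ex 330 nm, em 615/665 nm) as the 665/615 ratio.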
ATXN viability = cell viability loss in ATXN counter-screen | 400,000 tested, 0.49% active | Potency, µM (series often up to 56.7 µM), hits mostly cytotoxic | S2 cells (HEK-293 line with an ATXN2-luciferase reporter) viability, CellTiter-Fluor protease fluorescence, 24 h | AID 651635; also: potency is read from the fitted curve at half-maximal effect; nearly all actives have a fitted effect of over 40% in size
The depositor's hits bear a star; i = inactive; ? = inconclusive; . = no result given; & = joins results of further samples. Unless noted, calls follow the shape of the dose curve; as a rule, active = well fitted curve in the direction sought with a large enough effect; inconclusive = small, poorly fitted or top-dose-only effect, or another doubt; inactive = no such curve, though single readings can be large; an effect the other way counts as inactive or inconclusive. Compounds were not picked by outcome; 4.4% or so of the library scored in one or more.

SMILES	CCT modulator	MmCpn inh	TGFb SMAD3 inh	A549 viability	HepG2 tox	ATXN viability	Nrf2 ARE act	pAkt inh	Nrf2 inh
Clc1ccccc1N1CCN(Cc2c[nH]c3ccccc23)CC1	-2.4	.	16µM*	-25%	-49%	i	12%	i	?
CCCCCCC(NC(=O)Cc1ccc2ccccc2c1)C(=O)O (stereo unspecified)	1.0	0%	24%	3%	3%	i	0.3%	i	?
O=C(CSc1ccc(Cl)cc1)Nc1cccc(-c2nc3ccccc3[nH]2)c1	-3.2	-3%	?	-25%	-14%	?	10%	i	-30%
Cc1cc(C)n(C)c(=O)c1C#N	-1.1	-1%	-3%	3%	-7%	i	0.2%	i	-4%
O=c1c(-c2cc(-c3ccc(Cl)cc3)nc3c2COc2ccccc2-3)coc2ccccc12	.	.	-3%	4%	9%	i	8.9%	.	18%
C=CCN1C(=O)C(Cc2cccc(Cl)c2)S/C1=N/N=C/c1ccco1 (stereo unspecified)	1.8	0%	-23%	-3%	0%	i	3.4%	i	?
O=C(OCn1nnc2ccccc2c1=O)c1ccc2ccccc2n1	-0.9	0%	5%	-2%	0%	i	-0.7%	i	-7%
CC(C)N1CCC(N2CCN(Cc3ccc4nsnc4c3)CC2CCO)CC1 (stereo unspecified)	0.7	-3%	-1%	4%	-16%	i	-0.5%	i	?
COCCNC(=O)c1ccccc1NC(=O)COc1ccccc1	-4.3	0%	-1%	-2%	5%	i	0.2%	i	3%
COc1ccccc1N(C(=O)c1snc(C(N)=O)c1N)C(C(=O)NC1CCCCC1)c1cccc(OC)c1OC (stereo unspecified)	-4.7	-11%	-13%	-23%	5%	i	-0.1%	i	?
O=C(CSCCS(=O)(=O)c1ccc(Cl)cc1)Nc1ccccc1	-2.8	1%	-1%	2%	-1%	i	0.3%	i	4%
c1csc(-c2nnc(NC3CCCCC3)c3ccccc23)c1	2.2	-6%	?	-27%	-60%	?	0.0%	i	5%
Cc1ccc(C)c(N2CCN(C(=O)C3CCN(S(=O)(=O)c4c(C)noc4C)CC3)CC2)c1	0.6	2%	-47%	1%	-32%	i	2.1%	i	?
CN(CC(=O)Nc1ccc(F)cc1)C(=O)Cn1nnc(-c2ccccc2)n1	1.9	-1%	-12%	-7%	-34%	i	0.5%	i	9%
Nc1cccc(-c2nc3cc(S(=O)(=O)c4ccc5oc(-c6cccc(N)c6)nc5c4)ccc3o2)c1	0.8	-2%	?	.	-50%	?	0.4%	i	?
O=C(CS(=O)(=O)Cc1ccccc1)Nc1ccccc1Cl	-1.2	2%	2%	5%	-5%	i	-0.3%	i	15%
C#CCOCCOCCOCCNc1nc(N2CCN(C(=O)[C@H](CCCCN)n3cc([C@@H](N)CC(N)=O)nn3)CC2)nc(N2CCN(C(=O)[C@H](CCCCN)n3cc([C@@H](N)CC(N)=O)nn3)CC2)n1	-5.7	1%	-6%	-1%	-28%	i	1.1%	i	-5%
O=C(Nc1ccc2[nH]ncc2c1)c1ccc(F)cc1	-0.7	0%	-3%	-2%	10%	i	-0.3%	i	8%
COc1ccccc1N1CCN(C(=O)CCc2c[nH]c3ccccc23)CC1	-1.1	-3%	-8%	-1%	-19%	i	-0.1%	i	-11%
NC(=O)c1ccc(NC(=O)CSc2nncn2-c2ccccc2)cc1	-2.2	1%	12%	-2%	7%	i	-0.8%	i	5%
Cc1ccc(OCC(=O)Nc2nnc(S(=O)(=O)N3c4ccccc4CC3C)s2)cc1 (stereo unspecified)	.	.	?	-1%	-40%	i	2.5%	.	28%
CCCN(C(=O)Cn1ncc2c([nH]c3ccc(C)cc32)c1=O)c1ccccc1C	.	.	7%	-3%	5%	i	-0.9%	.	13%
CCOCCCNC(=O)c1ccc(-n2c(=S)[nH]c3ccccc3c2=O)cc1	0.6	-23%	25%	-1%	3%	?	-0.5%	i	0%
CCOC(=O)c1c(C)[nH]c(C(=O)N/N=C/c2cccc(OC)c2)c1C	-3.0	1%	-25%	-1%	-12%	i	2.6%	i	-20%
O=[N+]([O-])c1ccccc1S(=O)(=O)NCc1cccnc1	-1.2	0%	-1%&3%	-3%	-7%&-29%	i	5.6%	i	3%
COc1ccc(NS(=O)(=O)c2cc(NC(=O)c3ccncc3)ccc2N2CCOCC2)cc1	-0.1	2%	-1%	-7%	8%	i	0.3%	i	-5%
O=C1c2ccccc2NC(c2cccc(Cl)c2)N1N=C1CCCCCC1 (stereo unspecified)	-1.1	0%	-18%	-6%	-10%	i	3.8%	i	1%
CCCCC(=O)Nc1nnc(C2=COCCO2)o1	-2.5	-6%	4%	-2%	6%	i	-0.1%	i	0%
O=C(Nc1ccc2oc(=O)ccc2c1)c1cccnc1	-0.2	-7%	-8%	-11%	-9%	i	2.2%	i	?
COCc1ccc(-c2c(-c3ccsc3)oc(=O)c3cc(OC)c(OC)cc23)cc1	1.2	0%	2%	-11%	-23%	i	2.1%	i	?

3 structures from above, ordered by SMILES length, smallest number first.
SMILES	CCT modulator	MmCpn inh	TGFb SMAD3 inh	A549 viability	HepG2 tox	ATXN viability	Nrf2 ARE act	pAkt inh	Nrf2 inh
c1csc(-c2nnc(NC3CCCCC3)c3ccccc23)c1	2.2	-6%	?	-27%	-60%	?	0.0%	i	5%
CC(C)N1CCC(N2CCN(Cc3ccc4nsnc4c3)CC2CCO)CC1 (stereo unspecified)	0.7	-3%	-1%	4%	-16%	i	-0.5%	i	?
CN(CC(=O)Nc1ccc(F)cc1)C(=O)Cn1nnc(-c2ccccc2)n1	1.9	-1%	-12%	-7%	-34%	i	0.5%	i	9%

Next part.
SMILES	CCT modulator	MmCpn inh	TGFb SMAD3 inh	A549 viability	HepG2 tox	ATXN viability	Nrf2 ARE act	pAkt inh	Nrf2 inh
O=C(NC1CC1)C1=NOC(CNc2ncc(C(F)(F)F)cc2Cl)C1 (stereo unspecified)	-0.8	2%	13%	6%	2%	i	-1.5%	i	-9%
CCOC(=O)Oc1c(OC)cc(C(=O)O[C@@H]2C[C@@H]3CN4CCc5c([nH]c6cc(OC)ccc56)[C@H]4C[C@@H]3[C@H](C(=O)OC)[C@H]2OC)cc1OC	0.0	-4%	?	-17%	-72%	i	7.9%	i	?
CC1=C(C(=O)N(C(C)C)C(C)C)CC(CC(=O)NCc2ccco2)C(=O)N1Cc1ccc(C(C)(C)C)cc1 (stereo unspecified)	0.9	.	18µM*	.	-32%	?	0.0%	i	.
Cc1ccc(S(=O)(=O)Nc2cccc(-c3ccc(N4CCCCCC4)nn3)c2)cc1	-1.0	-14%	-10%	1%	-14%	?	12%	.	-5%
CCC(C)N(C(=O)CSc1nnc(NC(C)C)s1)C1CCS(=O)(=O)C1 (stereo unspecified)	-3.4	0%	10%	7%	6%	i	0.2%	i	0%
CC1(CCc2ccccc2)NC(=O)N(CC(=O)Nc2ccccc2)C1=O (stereo unspecified)	-0.1	0%	7%	-6%	-7%	i	2.1%	i	-10%
CCOc1c(Br)cc(C2NS(=O)(=O)N=C3CCCCCN32)cc1OC (stereo unspecified)	1.2	-2%	-2%	7%	2%	i	0.1%	i	14%
COC(=O)CP(=O)(c1ccccc1)c1ccccc1	-1.3	0%	-3%	-3%	-6%	i	-0.8%	i	2%
COc1ccc(CNC(=O)CN(C)S(=O)(=O)c2ccc(Br)s2)cc1	0.2	-3%	-13%	0%	-5%	i	-0.5%	i	-7%
Cc1ccc(F)cc1S(=O)(=O)N1CCC(c2nc3ccccc3s2)CC1	.	.	-12%	1%	-9%	i	0.1%	.	?
CCN(C[C@H]1N[C@@](CC)(C(=O)OC)[C@H]2C(=O)N(C)C(=O)[C@@H]12)S(=O)(=O)c1ccc(C(C)(C)C)cc1	-1.0	1%	-11%	1%	4%	i	0.2%	i	22%
C=CCNC(=O)/C(=C/c1ccco1)NC(=O)c1ccc(Br)o1	-0.7	-2%	2%	-2%	-3%	i	5.8%	i	0%
Cc1ccccc1Nc1nc(Nc2ccccc2C)nc(SC2=NCCS2)n1	-0.1	0%	?	-22%	-22%	?	-0.2%	i	26µM*
COCCN(C(=O)COC(=O)C1COc2ccccc2O1)c1c(N)n(Cc2ccccc2)c(=O)[nH]c1=O (stereo unspecified)	-0.9	0%	-8%	-2%	-2%	?	-0.2%	i	1%
Cc1ccc(NC(=O)Cn2c(O)c(N=NC(=O)c3cc4ccccc4cc3O)c3ccccc32)cc1	-1.7	2%	0%	?	-42%	.	?	i	?
COC(=O)CCN(C(=O)c1ccc2c(c1)OCO2)c1ccccn1	-1.9	-5%	0%	-2%	-21%	i	-0.1%	i	4%
Cc1onc(-c2ccccc2Cl)c1C(=O)Nc1ccc(OCC(=O)N2CCOCC2)cc1	-0.9	3%	3%	2%	-9%	i	-0.6%	i	?
